Cardiac RTF inh = cardiac RTF calcium desensitization. inhibition, % at 7.15 µM. P19429+P45379. IANBD-labeled cardiac RTF, Ca2+ fluorescence. hit rate 0.12% among 340,000;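 active = inhibition above the mean inhibition of all tested compounds plus 3 SD, cut at about 17% in these data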;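 note: assay run at fixed EC70 calcium of 1.6 mM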
DAGLB inh = blocks human DAGLB lipase activity. HEK293T DAGLB membrane lysate, EnzChek fluorogenic substrate. hit rate 0.059% among 340,000. Q8NCG7. inhibition, % at 5.17 µM; in the data active = inhibition above about 34%;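 note: 0% = enzyme with vehicle and 100% = wells lacking enzyme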
cardiac RTF act = cardiac RTF calcium sensitization; IANBD-labeled TnC RTF fluorescence at EC20 calcium; 0% EC20 calcium, 100% full calcium; activation, % at 7.2 µM; hit rate 0.24% among 340,000; AID 493008;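 active = activation above the mean over all tested compounds plus 3 SD, cut at about 30% in these data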;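 note: rise in fluorescence read as greater calcium sensitivity of cardiac thin filaments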
LANA DNA inh = KSHV C-LANA DNA binding inhibition. MBP-C-LANA/FAM-LBS DNA binding, fluorescence polarization. inhibition, % at 9 µM. hit rate 0.078% among 340,000. AID 504423;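 active = highest replicate inhibition at or above 60% at 9 µM, even if other replicates fall short; inactive = all replicates below 60% inhibition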;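 note: 0% = neutral control wells and 100% = 4 µM acridine orange control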
CAL PDZ FP-1 = human CAL PDZ-peptide interaction inhibition; Q9HD26; purified CAL PDZ, TMR-peptide fluorescence polarization, 1 h; inhibition, % at 20 µM; hit rate 0.02% among 330,000; AID 504414;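 active = highest replicate inhibition of at least 40%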;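 note: plate controls were DMSO neutral control wells for no effect and unlabeled competitor peptide control wells for full effect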
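System: purified tagged CAL PDZ domain construct (CerCALP). Schedule: 1 h incubation at room temperature before polarization reading. Medium: 25 mM sodium phosphate pH 7.4, 150 mM NaCl, TCEP, IgG, Thesit. Read-out: percent inhibition from loss of millipolarization. Measured by: FP readout, S and P plane fluorescence. Probe or stimulus: fluorescent TMR peptide probe.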
PKA-R2B act = activators of human PKA-R2B complex | P22694+P31323 | PKA-R2B holoenzyme dissociation, Cy5-IP20 fluorescence polarization; R2B truncated from residue 108, S112A mutant; 0% DMSO only, 100% 113 µM cGMP | activation, % at 11.4 µM | hit rate 0.079% among 340,000;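 active = activation above a cutoff set at the mean over all compounds plus 3 SD, cut at about 18% in these data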;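 note: higher means more holoenzyme dissociation and a rise in polarization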
Target sequence (P31323 whole entry, looked up, other chains not shown, the tested form may be a part): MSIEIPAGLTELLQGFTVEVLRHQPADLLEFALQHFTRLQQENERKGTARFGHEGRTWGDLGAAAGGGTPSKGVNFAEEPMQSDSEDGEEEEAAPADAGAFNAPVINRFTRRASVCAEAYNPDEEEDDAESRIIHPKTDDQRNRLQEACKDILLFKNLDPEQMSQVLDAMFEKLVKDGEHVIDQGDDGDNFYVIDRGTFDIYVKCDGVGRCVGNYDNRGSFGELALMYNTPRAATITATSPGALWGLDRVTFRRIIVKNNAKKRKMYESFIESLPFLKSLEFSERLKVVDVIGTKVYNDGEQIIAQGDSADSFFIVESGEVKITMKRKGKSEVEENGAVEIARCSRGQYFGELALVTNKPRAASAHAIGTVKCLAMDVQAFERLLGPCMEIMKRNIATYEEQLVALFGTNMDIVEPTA
SR-BI uptake up = SR-BI HDL lipid transfer activation. activation, % at 12.5 µM. hit rate 0.096% among 320,000. CHO ldlA[mSR-BI] cells, DiI-HDL uptake fluorescence, 3 h; 100 = double the neutral-control signal;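 active = mean replicate activation of at least 60% and every replicate at or above 60%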;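 note: 0% = median plate neutral-control signal and 100% = twice that signal; values of inactives mirror those of a sister screen read the other way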
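Test system: SR-BI-overexpressing, LDLR-lacking CHO cells; Medium: Ham's F12 with 0.5% BSA, HEPES 25 mM, pH 7.4; Schedule: 3 h, 37 °C; Technique: bottom-read fluorescence, 550/595 nm.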
Keap1-Nrf2 PPI = disrupts human Keap1 binding to Nrf2 peptide; AID 504523; inhibition, % at 9.4 µM; hit rate 0.15% among 340,000; Keap1 Kelch-Nrf2 peptide fluorescence polarization, 1536-well; Q14145; in the data active = inhibition above about 12%;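 note: human Keap1 Kelch domain with fluorescein labeled Nrf2 9mer peptide probe; 0% = neutral control wells and 100% = peptide positive control; higher means more block of Keap1 binding to Nrf2 peptide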
Rtt109 Vps75 = C. albicans Rtt109 histone acetyltransferase inhibition. Q5AAJ8. purified Rtt109/Vps75, ThioGlo CoA-SH fluorescence, 4 h. inhibition, % at 34.9 µM. hit rate 0.16% among 330,000. AID 540336;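 active = inhibition of at least 50% in every replicate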
Target sequence (Q5AAJ8 whole entry, looked up): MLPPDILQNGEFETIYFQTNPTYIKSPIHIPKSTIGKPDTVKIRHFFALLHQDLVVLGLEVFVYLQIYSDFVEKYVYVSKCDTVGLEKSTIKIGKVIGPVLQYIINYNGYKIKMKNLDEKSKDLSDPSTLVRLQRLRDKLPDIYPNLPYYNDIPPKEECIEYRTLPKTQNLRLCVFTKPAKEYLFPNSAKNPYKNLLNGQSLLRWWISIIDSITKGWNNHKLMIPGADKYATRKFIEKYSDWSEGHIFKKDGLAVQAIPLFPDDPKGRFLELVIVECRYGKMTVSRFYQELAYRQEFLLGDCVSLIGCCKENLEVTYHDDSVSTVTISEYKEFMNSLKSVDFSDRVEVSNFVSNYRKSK
CAL PDZ FP-2 = inhibitors of human CAL PDZ peptide binding | AID 602252 | purified CAL PDZ, TMR-peptide fluorescence polarization, 1 h | inhibition, % at 24.9 µM | hit rate 0.92% among 300,000 | Q9HD26;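 active = mean inhibition of at least 30% with at least half of replicates also reaching 30%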;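 note: 0% = DMSO neutral control and 100% = excess unlabeled competitor peptide PRC23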
Numbers without * were called inactive; x = not tested or not shown. Not a hit list, and some 1.6% of all compounds hit somewhere here.

Results follow in this order: Cardiac RTF inh	DAGLB inh	cardiac RTF act	LANA DNA inh	CAL PDZ FP-1	PKA-R2B act	SR-BI uptake up	Keap1-Nrf2 PPI	Rtt109 Vps75	CAL PDZ FP-2
- COc1ccc(C=CC(=O)c2ccc(OC)c(OC)c2O)cc1OC
  -7	-2	8	-1.3	0.2	1	-62	-8	-2	-5
- CC(C)[C@H](NC(=O)[C@@H]1Cc2ccccc2CN1)C(=O)Nc1ccc2c(c1)OCCO2
  2	-4	4	-2.1	-2.3	1	6	4	1	-2
- Cc1oc2cc(O)ccc2c(=O)c1-c1cnn(-c2ccccc2)c1
  -4	0	-3	0.1	-1.6	-7	-27	3	-5	x
- COc1cc2[nH]ccc(=O)c2cc1OC
  1	2	12	-0.1	-0.3	9	22	-6	1	-2
- COc1ccc(-n2c(SCC(=O)N/N=C/c3ccccc3OCC(=O)O)nc3ccccc3c2=O)cc1
  0	2	-1	0.7	-3.4	-11	x	-1	39	-17
- CCOc1ccc2nc(SCC(=O)NC(=O)C(C)C)sc2c1
  -4	0	4	-1.5	-2.1	-1	5	-6	2	5
- O=C(CCc1nc(-c2ccccc2)no1)NCCc1ccccc1
  -5	-2	6	0.5	-2.8	6	7	-4	-5	x
- Cc1cc2ccccc2c(=O)n1CC(=O)NCC(=O)N1CCCC(C)C1 (stereo unspecified)
  -4	-1	-1	0.8	-1.7	-7	29	-2	6	0
- Cc1cc(C)n2c(SCc3nnc(-c4cccs4)o3)nnc2n1
  -12	1	5	2.9	-0.8	-1	-6	1	1	-5
- COc1ccccc1NC(=O)Nc1nn(C)c2cccc(OC)c12
  -3	-2	-2	-1.8	-0.1	2	-8	-4	-5	-2
- COc1ccc(NC(=O)COc2ccc(C(=O)OCC(=O)N(C)C3CCS(=O)(=O)C3)cc2OC)cc1 (stereo unspecified)
  -2	-1	-5	-1.2	-0.7	-5	-16	-1	-10	-3
- CC(C)c1nnc(NC(=O)C2CCN(S(=O)(=O)c3ccc(-n4cnnn4)cc3)CC2)s1
  -2	0	-3	-1.4	0.1	11	8	1	-6	x
- CC(C)(C)NS(=O)(=O)c1ccc2nc(NC(=O)Cc3cccs3)sc2c1
  -9	3	1	-1.0	-2.0	7	-5	-4	6	-7
- COc1ccc(Br)cc1C1CC(=O)N2CN(C)CSC2=C1C#N (stereo unspecified)
  1	3	1	-1.6	-0.2	9	-14	0	4	x
- CSCC[C@H](NC(=O)OC(C)(C)C)C(=O)N1CCC(C(=O)N[C@@H](C)C(=O)NC(C)c2ccccc2)CC1 (stereo partly specified)
  1	-2	2	1.8	0.6	2	5	-3	-7	1
- O=C(NCC1(N2CCCCC2)CCCCC1)c1ccc(S(=O)(=O)N2CCCC2)cc1
  -5	-4	0	0.9	0.1	-7	x	-1	x	x
- Cc1ccc(NC(=O)C2CC2C)c(Cl)c1 (stereo unspecified)
  -18	0	2	1.1	0.3	9	x	0	5	-4
- O=C(NC1CCCCC1)C(Cc1ccccc1)N1C(=O)C2C3CCC(C3)C2C1=O (stereo unspecified)
  -1	3	4	0.0	-1.2	-9	14	3	-10	1
- Cn1c(/C(C#N)=C/c2ccc(-c3ccc(S(N)(=O)=O)cc3)o2)nc2ccccc21
  -18	-6	45*	5.2	-3.5	-1	-47	8	1	-5
- O=C(c1cccc(F)c1)N1C2C=CC(C2)C1(C(F)(F)F)C(F)(F)F (stereo unspecified)
  5	-1	-3	2.0	0.1	-2	14	-3	3	-2
- O=C(Cn1nnc(-c2ccccc2)n1)Nc1cccc(S(=O)(=O)N2CCOCC2)c1
  2	-2	-3	-12	-1.9	3	-14	-1	-1	-6
- O=C(COc1ccc(S(=O)(=O)N2CCOCC2)cc1Cl)NC1CCCCC1
  1	-5	-1	-0.6	-1.6	-17	10	2	20	-1
- N#CCCN(Cc1ccccc1)C(=O)Nc1ccc(F)cc1
  2	0	0	-1.0	-0.8	-5	14	6	-2	-2
- Cc1cccc(NC(=O)C2CCCN(S(=O)(=O)c3cccc4cccnc34)C2)c1 (stereo unspecified)
  -2	-1	6	-0.7	-0.9	-9	-20	-4	5	x
- N#C/C(=C\c1ccc(O)c([N+](=O)[O-])c1)c1nc2ccccc2s1
  14	38*	-9	-0.3	1.5	10	-2	-6	-9	3
- COc1cc2c(C(=O)NCc3ccccn3)cn(C)c(=O)c2cc1OC
  -1	-3	-1	-0.9	-2.7	-9	8	-5	-7	7
- COc1ccc(NC(=O)CCn2nc(C)cc2C)cc1
  1	-2	-1	-0.1	-0.9	1	-1	-4	3	-5
- Cc1ccc(-n2ncc3c2ncn2nc(-c4ccco4)nc32)c(C)c1
  -2	-7	4	0.4	0.0	-9	-3	3	-6	-2
- O=S(=O)(c1ccc(Cl)cc1)c1snnc1-c1ccccc1
  -2	-2	0	3.0	-0.2	-5	0	-2	7	-3
- CCn1c(=O)cc(SCC(=O)Nc2ccc(C)cn2)c2ccccc21
  -11	3	-1	0.9	-2.4	-3	18	-2	-13	-1
- CCOC(=O)c1ccc(NCc2cccnc2)cc1
  -9	-2	-6	0.1	-1.4	-7	-4	-4	2	-2
- Cc1csc(N)n1
  5	-1	6	-0.1	0.1	-6	18	3	6	-4
- O=C(Nc1ccc(N2CCOCC2)cc1)c1cnccn1
  -17	-1	9	0.1	-1.8	11	x	0	-7	1
- COc1ccc(-c2c3c(=O)n(C)c(=O)n(C)c3cn2-c2ccccc2O)cc1
  6	-1	-6	-0.8	-0.3	-12	-8	3	2	-5
- CN1CCN(c2ccncc2S(=O)(=O)N2CCCCC2)CC1
  -3	-2	1	1.0	-4.0	-6	0	-5	0	-1
- CCCOc1ccc2ccccc2c1/C=N/n1cnnc1
  2	-1	4	-0.4	-2.3	-3	-14	-1	-7	-7
- CC(C)(C)c1ccc(S(=O)(=O)NCC(=O)Nc2sc3c(c2C(N)=O)CCCC3)cc1
  -10	6	0	-0.7	-0.2	1	-11	3	0	-1
- Cc1ccc(CNC(=O)CNC(=O)c2c(C)nn(C)c2Cl)cc1
  -3	-1	-1	0.8	0.2	-1	-1	1	-2	0
- O=C(c1cc2ccccc2oc1=O)N(c1ccc(Cl)cc1)C1C=CS(=O)(=O)C1 (stereo unspecified)
  0	2	11	1.2	-3.2	-5	20	-2	-2	1
- CC(=O)c1cccc(CN2CCCC(CCC(=O)NCc3ccc(F)c(F)c3)C2)c1 (stereo unspecified)
  -4	0	-2	-1.4	-1.7	1	3	-1	-3	-4
- COc1ccc2c(c1OC)CN(C)CCc1cc3c(cc1C(O)C2)OCO3 (stereo unspecified)
  3	-8	-7	25	x	0	10	2	4	2
- Cc1ccccc1/C=N/N1CCN(c2ccccc2)CC1
  2	-4	-3	1.6	-0.2	10	5	-1	6	0
- COc1ccc(C2=NNC(c3cccnc3)=Nc3ccc(OC)cc32)cc1
  -4	0	-3	-1.9	-0.3	-6	-2	-3	-4	x
- Cc1ccc(OC(=O)CCS(=O)(=O)c2ccc(C)cc2)cc1
  -9	-15	-4	1.0	-2.8	-11	29	-7	11	0
- O=c1cc(CSc2nnc3ccccn23)c2c(ccc3ccccc32)o1
  1	-2	4	1.4	-0.7	2	19	4	8	-15
- Cc1cc(S(=O)(=O)N2CCN(c3ccc(F)cc3)CC2)c(C)s1
  -4	-5	0	1.1	-0.3	-3	-2	-3	-7	x
- Clc1ccc(-c2nn3c(-c4ccccc4)nnc3s2)cc1
  2	-5	-1	-0.5	-0.2	-10	-17	-6	-4	-3
- O=C1NC2=C(C(=O)OC2)C(c2ccc(OC(F)(F)F)cc2)N1 (stereo unspecified)
  8	2	-5	-5.2	-0.3	-6	-1	-4	-11	5
- COc1ccc(N(CC(=O)Nc2ccc3c(c2)OCO3)S(=O)(=O)c2ccccc2)cc1
  -17	-2	7	-0.3	-0.4	-1	11	-5	-8	-1
- CCN(CCNC(=O)c1cc(C)nn1-c1ccccc1)c1ccccc1
  -5	1	2	-0.5	-1.9	-9	x	-2	1	x
- CC(=O)NN1C(=O)c2ccccc2NC1c1ccco1 (stereo unspecified)
  -4	0	-4	-0.5	0.2	-8	6	1	-21	x
- Nc1cc2c(cc1C(=O)c1ccccc1)OCCO2
  1	2	1	-0.8	x	-2	6	-2	-5	-3
- O=C(CCCOc1ccc(Br)cc1)Nc1ccc(S(=O)(=O)N2CCOCC2)cc1
  -1	-3	2	1.1	-2.5	-4	-9	-2	3	-3
- COCCCn1c(-c2ccccc2)nc2ccccc2c1=O
  2	1	1	-0.1	x	-6	7	-1	-4	-2
- COc1ccc(C(=O)NC=C2C(=O)OC(C)(C)OC2=O)cc1
  0	0	5	0.4	0.3	-6	30	-1	-6	-4

In the list so far, seven contain two or more sulfur atoms:
Results follow in this order: Cardiac RTF inh	DAGLB inh	cardiac RTF act	LANA DNA inh	CAL PDZ FP-1	PKA-R2B act	SR-BI uptake up	Keap1-Nrf2 PPI	Rtt109 Vps75	CAL PDZ FP-2
- CCOc1ccc2nc(SCC(=O)NC(=O)C(C)C)sc2c1
  -4	0	4	-1.5	-2.1	-1	5	-6	2	5
- Cc1cc(C)n2c(SCc3nnc(-c4cccs4)o3)nnc2n1
  -12	1	5	2.9	-0.8	-1	-6	1	1	-5
- CC(C)c1nnc(NC(=O)C2CCN(S(=O)(=O)c3ccc(-n4cnnn4)cc3)CC2)s1
  -2	0	-3	-1.4	0.1	11	8	1	-6	x
- CC(C)(C)NS(=O)(=O)c1ccc2nc(NC(=O)Cc3cccs3)sc2c1
  -9	3	1	-1.0	-2.0	7	-5	-4	6	-7
- O=S(=O)(c1ccc(Cl)cc1)c1snnc1-c1ccccc1
  -2	-2	0	3.0	-0.2	-5	0	-2	7	-3
- CC(C)(C)c1ccc(S(=O)(=O)NCC(=O)Nc2sc3c(c2C(N)=O)CCCC3)cc1
  -10	6	0	-0.7	-0.2	1	-11	3	0	-1
- Cc1cc(S(=O)(=O)N2CCN(c3ccc(F)cc3)CC2)c(C)s1
  -4	-5	0	1.1	-0.3	-3	-2	-3	-7	x
